# VP16 counter: Gal4-VP16 reporter inhibition counter-screen; Drosophila S2 Gal4-VP16 UAS-luciferase, luminescence, 20 h; Potency, µM (top dose mostly 53.6 µM), for inactives: top-dose activity, negative = inhibition, hits mostly inhibitors; hit rate 3.5% among 310,000;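 note: Gal4-VP16 expression switched on by copper sulfate through the metallothionein promoter; potency is the fitted concentration of half-maximal effect; % is set by controls: 0 for no effect and ±100 for the full control effect; nearly all actives have a fitted effect of over 50% in size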
# KCNH2 3.1 inh: blocks the human KCNH2 3.1 channel isoform; U2OS KCNH2 3.1, thallium flux FluxOr; hits give low values; activity change, % (tested at about 1.8 µM); hit rate 0.95% among 340,000;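 active = maximum activity change below -70%; inconclusive = maximum activity change from -70% to -50%; inactive = maximum activity change above -50%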;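 note: thallium influx rate constant from kinetic fluorescence after stimulation buffer; % is set by controls: 0 for no effect and ±100 for the full control effect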
#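 Measured as rate of thallium-driven FluxOr signal in transduced U2OS cells carrying the 3.1 channel, read kinetically for 2 min upon stimulation; values are rate constants scaled to DMSO control wells.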
# RORgamma inh: blocks mouse ROR gamma transcriptional activity; Potency, µM (doses to about 53.6 µM), for the others: at the highest dose activity change, negative = inhibition, most hits filed as inhibitors; hit rate 5.4% among 310,000; Drosophila S2 Gal4-RORgamma UAS-luciferase reporter, 20 h; note: potency is the fitted concentration of half-maximal effect; % is set by controls: 0 for no effect and ±100 for the full control effect; nearly all actives have a fitted effect of over 60% in size
#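 Luminescence from a UAS-regulated Photinus luciferase reporter in stably transfected Drosophila Schneider cells is measured; decreased signal marks ROR gamma inhibition. Fusion expression is induced by 700 uM copper sulfate for 20 hr.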
# NPC1 promoter act: activates the NPC1 promoter; hit rate 2.4% among 320,000; Huh7 NPC1 promoter luciferase reporter, 24 h; Potency, µM (top dose mostly 9.22 µM), for the others: at the highest dose activation, hits mostly activators;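 note: potency is the fitted concentration of half-maximal effect; % of control where 0% means no effect; nearly all actives have a fitted effect of over 60% in size; reporter is driven by a mutant NPC1 promoter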
#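 Luciferase expression driven by the NPC1 promoter was measured in stably transfected Huh7 cells after a 24 h compound incubation, using a luciferase reagent and a luminescence read.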
# Coupling enz: counter-screen for Giardia aldolase inhibitors: coupling enzyme system; coupling enzyme system counterscreen, AmpLite Red fluorescence; AID 2472; hit rate 0.67% among 290,000; activity change, negative = inhibition, % at 58.2 µM, hits read low; in the data active = activity change below about -30%; note: % is set by controls: 0 for no effect and ±100 for the full control effect
#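 Fluorescence at 525 nm excitation and 598 nm emission measured inhibition of the coupled detection system without aldolase. Compounds (at 57.5 uM final) were preincubated 10 min at room temperature with coupling enzyme reagent before a 20 min substrate/AmpLite Red step.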
# FLuc modulator: inhibits or activates purified firefly luciferase, miR-21 counter-screen. P08659. purified FLuc, Km substrates, luminescence inhibition. Potency, µM (doses to about 57.5 µM), for the others: at the highest dose activity change, negative = inhibition, usual class: inhibitors. hit rate 6.9% among 360,000. AID 588342;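 note: potency is the fitted concentration of half-maximal effect; plate controls were vehicle for no effect and reference inhibitor for full effect; nearly all actives have a fitted effect of over 55% in size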
# Target sequence (P08659 whole entry, looked up): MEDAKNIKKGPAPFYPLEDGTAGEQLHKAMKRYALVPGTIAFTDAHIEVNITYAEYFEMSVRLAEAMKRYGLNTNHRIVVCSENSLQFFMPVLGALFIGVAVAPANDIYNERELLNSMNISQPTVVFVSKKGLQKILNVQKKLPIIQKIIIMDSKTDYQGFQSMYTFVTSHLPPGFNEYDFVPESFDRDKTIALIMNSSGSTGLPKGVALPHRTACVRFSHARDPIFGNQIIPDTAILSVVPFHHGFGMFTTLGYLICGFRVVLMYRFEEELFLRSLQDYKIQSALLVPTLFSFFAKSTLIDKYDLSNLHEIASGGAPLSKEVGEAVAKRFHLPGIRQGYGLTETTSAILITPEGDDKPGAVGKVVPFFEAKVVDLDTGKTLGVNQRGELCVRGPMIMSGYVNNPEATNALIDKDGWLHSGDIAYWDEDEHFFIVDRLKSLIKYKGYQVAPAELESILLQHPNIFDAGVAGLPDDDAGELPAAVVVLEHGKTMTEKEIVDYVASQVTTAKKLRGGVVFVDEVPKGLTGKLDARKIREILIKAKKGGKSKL
#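 Purified P. pyralis luciferase, 10 nM final, with Km-level 10 uM D-luciferin and 10 uM ATP in 50 mM Tris acetate pH 7.5, 10 mM Mg acetate, 0.01% Tween-20, 0.05% BSA; 6-point qHTS titration about 60 µM downward; luminescence read.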
# Giardia kill: kills Giardia lamblia. AID 540267. activity change, % at 7.66 µM, hits read low. hit rate 0.15% among 340,000. Giardia lamblia trophozoite viability; in the data active = activity change below about -80%; inconclusive = between about -30% and that limit;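 note: parasites exposed to compound for two days anaerobically before the ATP read; % is set by controls: 0 for no effect and ±100 for the full control effect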
#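 ATP-content bioluminescence gauges trophozoite survival. Cells (100/well) receive compound and incubate anaerobically for 48 hrs at 37 deg C; detection reagent follows for 15-30 min at room temperature.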
# Rab9 promoter act: activates the Rab9 promoter; Huh7 Rab9 promoter-luciferase reporter, luminescence, 24 h; Potency, µM (top dose mostly 9.22 µM), without a hit: top-dose activation, negative = inhibition, most hits filed as activators; hit rate 2.8% among 320,000; note: potency is the fitted concentration of half-maximal effect; % of control where 0% means no effect; nearly all actives have a fitted effect of over 60% in size
#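 Using Huh7 cells stably transfected with Rab9 promoter–luciferase, compounds were incubated 24 h at 37 °C, 5% CO2; luciferase luminescence was read 10 min after reagent addition.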
# Tb PFK block: T. brucei PFK enzyme inhibition; O15648; T. brucei PFK, ADP-Glo luminescence; Potency, µM (series often up to 57.5 µM), for the others: top-dose activity, negative = inhibition, usual class: inhibitors; hit rate 0.17% among 330,000; AID 485367;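 note: potency is the fitted concentration of half-maximal effect; 0% = uninhibited 1x PFK enzyme wells and -100% = no-enzyme wells; nearly all actives have a fitted effect of over 60% in size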
# Target sequence (O15648 whole entry, looked up): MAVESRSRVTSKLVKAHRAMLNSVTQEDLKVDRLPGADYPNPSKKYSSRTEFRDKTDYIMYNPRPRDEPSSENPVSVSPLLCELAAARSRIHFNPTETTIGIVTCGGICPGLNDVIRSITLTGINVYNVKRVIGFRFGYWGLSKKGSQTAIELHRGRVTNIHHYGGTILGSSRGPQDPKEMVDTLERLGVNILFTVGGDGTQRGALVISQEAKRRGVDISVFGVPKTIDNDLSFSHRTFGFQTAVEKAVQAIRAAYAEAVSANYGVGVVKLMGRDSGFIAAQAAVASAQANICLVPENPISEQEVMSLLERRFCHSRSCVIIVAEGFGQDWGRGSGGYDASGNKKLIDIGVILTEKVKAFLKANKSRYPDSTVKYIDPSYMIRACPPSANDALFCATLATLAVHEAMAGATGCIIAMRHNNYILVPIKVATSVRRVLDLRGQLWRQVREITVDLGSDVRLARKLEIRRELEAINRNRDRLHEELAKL
#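 Activity is normalized to no-enzyme wells (full inhibition) and 1.25 nM enzyme wells (no inhibition). Reaction: 0.5 mM F6P, 0.1 mM ATP, 45 min RT, ADP-Glo luminescence; concentration-response curves fitted and classed by quality.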
# uPA surface inh: blocks generation of uPA at the cell surface; hit rate 0.31% among 330,000; Potency, µM (top dose mostly 38.3 µM), inactives show at the top dose activity change, negative = inhibition, most hits filed as inhibitors; cell surface uPA generation assay, qHTS; active = well fitted inhibition curve with a large enough effect; inconclusive = small, poorly fitted or top-dose-only effect; inactive = no such curve, though single readings can be large or run the other way; tested in mouse RAW 264.7 cells; note: potency is the fitted concentration of half-maximal effect; % is set by controls: 0 for no effect and ±100 for the full control effect; nearly all actives have a fitted effect of over 55% in size
# ELG1 genotox: inducers of genotoxicity in HEK293T ELG1-luciferase cells | AID 504466 | Potency, µM (titrated, usually from 46 µM), inactives show at the highest dose activity change, positive = activation, usual class: activators | hit rate 1.3% among 330,000 | HEK293T ELG1-luciferase reporter, luminescence, 16 h; note: potency is the fitted concentration of half-maximal effect; % of control where 0% means no effect; nearly all actives have a fitted effect of over 60% in size
#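 ELG1-luciferase HEK293T cells, 2,000/well; compound pinned in; 16 hr, 37 °C, 5% CO2; ONE-Glo, 30 min RT; luminescence on CCD imager.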
# Numbers without * were called inactive; ? = inconclusive; / = not tested or not shown; & = joins results of further samples; [ ] = remark or other dose. Unless noted, calls come from the whole dose curve; as a rule, active = well fitted curve in the direction sought with a large enough effect; inconclusive = small, poorly fitted or top-dose-only effect, or another doubt; inactive = no such curve, though single readings can be large; an effect the other way counts as inactive or inconclusive.
SMILES,VP16 counter,KCNH2 3.1 inh,RORgamma inh,NPC1 promoter act,Coupling enz,FLuc modulator,Giardia kill,Rab9 promoter act,Tb PFK block,uPA surface inh,ELG1 genotox
CC1CCN(C(=S)c2ccc(O)cc2)CC1,5%,0,-21%,-5%,-1,-1%,-7,-9%,0%,1%,0%
COc1ccc(OC)c(Cc2nnc(CCC(=O)NCc3ccc(C)s3)o2)c1,-1%,1,26%,-3%,-3,-8%,15,-10%,-5%,3%,-4%
CC1(C)CC2(CCCN3C(=O)CSC32)CCS1 (centres undefined),1%,-1,0%,6%,-2,1%,5,5%,-4%,0%,1%
COc1ccc(OC)c(NC(=O)CN(C)CC(=O)Nc2ccccc2Cl)c1,-15%,1,0%,-3%,0,1%,1,-3%,1%,1%,-2%
CCSc1nnc(NC(=O)CSc2nnc(CNC(=O)c3ccc(OC)c(OC)c3)o2)s1,?,11,18µM*,1%,6,-4%,0,1%,0%,8%,2%
CCc1ccc(Nc2cc(C)nc3ncnn23)cc1,-2%,-4,-16%[1.91 µM],0%,2,-22%,-16,-2%,8%,-2%,?
CCCOc1ccc(/C=C/C(=O)N2CCOCC2)cc1,-4%,-14,-10%,2.5µM*,0,15µM*,1,?,-6%,?,?
CN(CC(=O)NCCc1ccc(Cl)cc1)S(=O)(=O)c1cccs1,-1%,-2,17%,-4%,0,-2%,10,2%,-1%,-2%,-5%
COc1ccc(C2C(C(=O)c3ccco3)=C(O)C(=O)N2CCOCCO)cc1OC (centres undefined),-6%,6,1%,8%,-6,-8%,-1,6%,-2%,/,2%
N#CCC(=O)NNC(=S)NC(=O)C(c1ccccc1)c1ccccc1,-7%,20,-8%,-5%,2,3%,9,-2%,2%,6%,-7%
NC(=O)CN1CCN(C2CC(=O)N(CCc3ccccc3)C2=O)CC1 (centres undefined),-7%,10,2%,1%,-3,-2%,4,-10%,0%,-3%,-1%
Cc1ccccc1NC(=O)C(=O)NC(C)CCc1ccccc1 (centres undefined),-12%,2,-29%,0%,-10,-8%,6,1%,-7%,0%,4%
COc1cc(C2CC(=O)OC3=C2C(=O)CC(C)(C)C3)cc(OC)c1OC (centres undefined),-1%,-1,-10%,0%,0,1%,8,-4%,-3%,-4%,-8%
O=C1CCCN1CN(C(=O)c1ccc2c(c1)OCO2)c1cccc(Cl)c1,-7%,6,18%,-1%,5,8%,-6,6%,2%,3%,0%
CCOC(=O)CN1C(=O)C(O)(C2CCc3ccccc3C2=O)c2ccccc21 (centres undefined),-2%,-5,8%,2%,0,-2%,4,-10%,-1%,-2%,1%
FC(F)(F)c1ccc(Cl)c(NC(=S)N/N=C/c2ccccc2Cl)c1,?,10,2.2µM*,-6%,0,3%,36[activator],1%,1%,?,1%
Cc1cccc(OCc2nnc(N)s2)c1,6%,4,3%,2%,1,-2%[2.3 µM],-9,13%,-3%,/,5%
Cc1cc(N)c2ccccc2[n+]1CCCCCCCCCC[n+]1c(C)cc(N)c2ccccc21,?,/,?,-30%[inhibitor][46.1 µM],5&4&3,/,/,-38%[inhibitor][46.1 µM],/,/,/
Cc1c(CC(=O)O)c(=O)oc2c(C)c(OCc3ccccc3Br)ccc12,8%,16,4%,7%,9,-4%,22,3%,1%,-10%,3%
CC(C)(C)c1ccc(N2C(=O)CC(C/C=C/c3ccccc3)C2=O)cc1 (centres undefined),8%,-35,17%,3%,15,2%,-1,2%,-2%,6%,-5%

# Printed as active in RORgamma inh, of those listed so far:
mol,RORgamma inh,NPC1 promoter act,Rab9 promoter act,uPA surface inh
CCSc1nnc(NC(=O)CSc2nnc(CNC(=O)c3ccc(OC)c(OC)c3)o2)s1,18µM*,1%,1%,8%
FC(F)(F)c1ccc(Cl)c(NC(=S)N/N=C/c2ccccc2Cl)c1,2.2µM*,-6%,1%,?

# (next part)
SMILES,VP16 counter,KCNH2 3.1 inh,RORgamma inh,NPC1 promoter act,Coupling enz,FLuc modulator,Giardia kill,Rab9 promoter act,Tb PFK block,uPA surface inh,ELG1 genotox
CCC(C)(C)C1CCc2c(sc(NC(=O)c3ccccc3C(=O)O)c2C#N)C1 (centres undefined),-5%,-5,-33%,-3%,3,11µM*,-6,1%,7%,-6%,-7%
Cn1cccc1Cc1nnc(SCC(=O)NCC2CCCO2)n1CCc1ccccc1 (centres undefined),4%,-10,-3%,1%,2,2%,-3,-3%,0%,0%,-1%
Clc1cccc(-c2ccc3ncnc(NCc4cccnc4)c3c2)c1,/,/,/,-1%,/,-9%,?,-7%,18%&18%,10%,1%
CCc1ccc(NC(=O)C(C)Nc2ccc(S(=O)(=O)NC(C)=O)cc2)cc1 (centres undefined),-6%,11,-11%,-1%,2,-2%,2,4%,3%,-3%,2%
CCOC(=O)N1CCN(C(=O)CNC(=O)c2nn(-c3ccc(OC)cc3)c(=O)c3ccccc23)CC1,?,10,?,6%,0,3.8µM*,-10,?,-2%,-8%,0%
CC1CN(S(=O)(=O)N(C)C)CCN1S(=O)(=O)N(C)C (centres undefined),-2%,-19,-34%,-2%,2,11%,4,-6%,-3%,/,0%
O=c1cc(CO)[nH]cc1OCc1ccccc1,-2%,-7,-29%,0%,3,3%,5,1%,2%,-3%,-1%
O=C(c1cc2ccccc2oc1=O)N(Cc1cccc(Br)c1)C1CCS(=O)(=O)C1 (centres undefined),-19%,-1,0%,0%,-1,-13%,-1,-6%,0%,5%,1%
CC(C)(C)NS(=O)(=O)c1ccc(OCC(=O)Nc2ccc3c(c2)OCCO3)cc1,-3%,5,0%,-1%,3,2%,9,-8%,2%,2%,2%
Cc1ccc(NS(=O)(=O)c2c(C)nc3sccn3c2=O)cc1C,0%,-5,?,0%,0,1%,3,0%,3%,7%,1%
CCCCNC(=S)N1CCN(CC)CC1,3%,/,-8%,-2%,-2,-15%,8,-4%,-6%,-7%,-1%
O=C(O)C(Cc1ccccc1)N1C(=O)/C(=C/C=C/c2ccco2)SC1=S (centres undefined),-1%,1,-2%,1%,1,?,-7,-1%,?,0%,1%
CCCc1cc2c(cc1NC(=O)c1ccc(Br)cc1)OCO2,-18%,-28,-26%,-3%,-5,-1%,-1,-5%,-2%,4%,2%
O=C(Cn1ncn2c(cc3ccccc32)c1=O)NCc1ccco1,-9%,-2,5.6µM*,0%,1,-1%,17,-2%,-12%,-13%,0%
CCCSCCCNC(=O)Cn1cc2c(n1)CCCCC2,4%,-3,?,0%,3,-4%,7,-2%,3%,-6%,-1%
COc1cc(C)c(N)cc1C(C)C,-3%,-1,-21%,-3%,1,7%,1,-8%,0%,1%,0%
CCN(CC(=O)NCc1cccs1)C(=O)c1ccc(-c2ccc(F)cc2)o1,/,0,/,/,/,/,6,/,1%,-27%,-5%
Cn1c(CCN2CCCCC2)nc2cc(NC(=O)COc3ccccc3)ccc21,0%,-86*,5%,3%,0,4%,9,-5%,-7%,-17%,0%
CCOC(OCC)P(=O)(c1ccccc1)c1ccccc1,-7%,18,2%,3%,-20,-1%,6,2%,1%,0%,-10%
CCc1ccc(C2C(C(C)=O)=C(C(=O)OC)Nc3nnnn32)cc1 (centres undefined),1%,-4,15%,-3%,8,2%,-11,-2%,-2%,1%,0%
CCCCN(CCCC)Cc1ccc(C(=O)NNC(=O)Nc2ccc(F)cc2)o1,-11%,-21,-20%,-3%,4,1%,6,-4%,-7%,5%,-4%
Cc1nc(SCC(=O)NCC2CCCO2)[nH]c(=O)c1C (centres undefined),/,2,/,-5%,/,-2%,18,1%,16%,1%,3%
O=C(Nc1nccs1)[C@@H]1CCCN1C(=O)c1cccs1,-6%,0,-15%,0%,2,0%,3,3%,-1%,0%,0%
C=CCOc1nc(-c2ccncc2)nc2ccccc12,2%,7,-3%,0%,5,0%,-7,2%,2%,-2%,-4%
Nc1ccc(Oc2ccc3c(c2)C(=O)NC3=O)cc1,0%,-13,6%,10%,0,?,-17,-1%,-1%,-1%,7%
CCCc1cc(=O)[nH]c(SC(C)C(=O)Nc2ccc3c(c2)OCCO3)n1 (centres undefined),/,-3,/,-1%,/,-11%,7,-4%,0%,-8%,12%
CCc1ccc(NC(=O)C(=O)NNC(=O)c2cccc(OC)c2)cc1,-10%,13,-7%,-1%,6,?,7,3%,-6%,0%,0%
CCC(CO)Oc1cc(NCc2ccccc2Cl)c2ncn(C(C)C)c2c1 (centres undefined),/,-6,/,1%,/,1%,14,-2%,-1%,6%,2%
COc1cc2c(cc1OC)[C@H](C)N(C(=O)CSc1nc(O)c(C(C)C)c(=O)[nH]1)CC2,-10%,13,-6%,-4%,0,3%,16,-4%,-4%,4%,1%
COc1ccc2cc3cc(C(=O)NCCN4CCN(Cc5ccccc5)CC4)oc3nc2c1,1%,14,16%,12%,-3,-2%,-14,4%,0%,0%,-10%

# This is a random part of the collection. About 14% of those tested had a hit in this group.
